Assay outcomes from PubChem.
Salmonella PhoP GFP = PhoP regulon inhibitors, Salmonella typhi PhoP promoter GFP reporter, confirmatory (AID 1850). 310,000 tested, 0.33% active. one-dose inhibition, % at 50 µM; IC50 in µM for titrated hits. Salmonella Typhi PhoP-promoter GFP reporter, fluorescence, 4 h; higher % means a stronger effect; in the data active means a potency from the dose series; inconclusive means inhibition mostly from about 25% at the one dose, without a potency; inactive means the rest, 99 in 100 with inhibition below about 19%;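 further: 0% = induced wells with vehicle and 100% = uninduced wells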
VEEV TC-83 Vero = inhibitors of VEEV TC-83 cytopathic effect, confirmation, Vero cells (AID 588727). Vero cells, VEEV TC-83 cytopathic effect inhibition; higher % means a stronger effect. inhibition, % at 20 µM, or IC50 in µM where a hit was titrated. 350,000 tested, 0.13% active; in the data active means a potency from the dose series; inconclusive means inhibition mostly from about 14% at the one dose, without a potency; inactive means the rest, 99 in 100 with inhibition below about 12%; further: strong numbers were not always called active
M. tuberculosis HTS = M. tuberculosis growth inhibition, HTS (AID 449762) | M. tuberculosis H37Rv growth inhibition, 7H9 media; higher % means a stronger effect | inhibition, % at 25 µM, or IC50 in µM where a hit was titrated | 330,000 tested, 0.59% active; in the data active means a potency from the dose series; inconclusive means inhibition above about 70% without an active follow-up result;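 further: bacterial growth assessed after seven days of incubation; strong numbers were not always called active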
M. tuberculosis = growth inhibition of non-replicating M. tuberculosis (AID 488890); Mycobacterium tuberculosis non-replicating, growth inhibition; higher % means a stronger effect; one-dose inhibition, % at 25 µM; IC50 in µM for titrated hits; 320,000 tested, 0.39% active; in the data active means a potency from the dose series; inconclusive means inhibition mostly from about 82% at the one dose, without a potency; inactive means the rest, 99 in 100 with inhibition below about 76%;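 further: plate controls were DMSO cells for no effect and high antibiotic wells for full effect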
H1N1 NS1A inhibition = H1N1 influenza NS1A inhibitors, functional cell based assay (AID 504329). NS1A functional cell-based assay, percent inhibition; higher % means a stronger effect. 340,000 tested, 0.3% active. one-dose inhibition, % at 12.5 µM; IC50 in µM for titrated hits; in the data active means a potency from the dose series; inconclusive means inhibition above about 27% without an active follow-up result; further: strong numbers were not always called active
VEEV TC-83 Vero 10K pilot screen = also measured in VEEV TC-83 Vero; calls as there; inhibition, %; measured here: 10K pilot screen inhibition
* hit, by the source's call; i = inactive; ? = inconclusive; . = not tested or not shown; & = joins results of further samples. Hits appear at their usual frequency; about 1.4% have a hit in one of these screens.

SMILES	Salmonella PhoP GFP	VEEV TC-83 Vero	M. tuberculosis HTS	M. tuberculosis	H1N1 NS1A inhibition	others
CCCc1nn2c(=O)cc(COc3cccc(NC(=O)c4ccco4)c3)nc2s1	1%	i	-1%	3%	5%
COc1ccccc1CNC(=O)CSc1nc2ccccc2c(=O)n1CCCN1CCOCC1	-5%	1.4%	-6%	-9%	-1%
CC(=O)OCC1(C)CN(c2ccccc2)NC1=O (stereo not given)	1%	1.0%	40%	3%	-1%
CCn1cc(S(=O)(=O)CC(=O)Nc2ccc3c(c2)OCCO3)c2ccccc21	-12%	7.1%	-3%	5%	-1%
CCCCNC(=S)N/N=C/c1ccccc1F	-5%	i	31%	?	15%
COc1cccc(C2CC(c3cccs3)=NN2C(=O)CSc2nc3ccccc3s2)c1OC (stereo not given)	-4%	10%	8%	45%	-10%
Cc1cc(C)c(NC(=O)CNC(=O)[C@@H]2CCCN2C(=O)c2cccs2)c(C)c1	.	1.7%	-9%	-12%	-14%
CC1CCN(C(=O)Cn2ncc3c([nH]c4ccccc43)c2=O)CC1	6%	2.1%	-1%	0%	1%
Cc1ccc(CN2C(=O)c3ccccc3C2C(=O)NCC2CCCO2)cc1 (stereo not given)	-3%	1.6%	2%	-5%	2%
O=C(Nc1cccc([N+](=O)[O-])c1)Nc1ccc2c(c1)OCCO2	2%	0.8%	5%	-2%	-4%
COc1ccccc1C(=O)CN1C(=O)NC2(CCc3ccccc32)C1=O (stereo not given)	0%	5.0%	-3%	10%	-3%
O=C(CSc1nnc(-c2ccc(OC(F)F)cc2)o1)NC(=O)NCc1ccco1	8%	1.8%	19%	?	2%
CCCCC(=O)Oc1cc(C)[nH]c(=O)c1[N+](=O)[O-]	-6%	2.9%	4%	-9%	7%
Cc1cccc(C(=O)O)c1NC(=O)Cc1cccc2ccccc12	-3%	i	-1%	21%	2%
Cc1nc(C2COc3ccccc3O2)sc1C(=O)O (stereo not given)	-14%	0.9%	2%	-7%	-22%
COc1ccc(NC(=O)CSc2nnc(COc3ccccc3)n2Cc2ccco2)cc1OC	-1%	1.3%	-6%	8%	4%
CCOc1ccc(CCNC(=O)c2nnn(CC(=O)Nc3c(C)cc(C)cc3C)c2N)cc1OCC	-3%	i	10%	-27%	-3%
CCOc1ccccc1CNC(=O)CCNC(=O)Cn1ccc2ccccc2c1=O	14%	0.5%	-10%	-10%	-10%
Cc1ccc(-c2ccc(CCC(=O)O)n2-c2cccc(O)c2)cc1	-9%	i	-3%	32%	10%
CC(C)CNC1CS(=O)(=O)CC1O (stereo not given)	10%	2.0%	-4%	-11%	9%
CCCCCCCCCCCCCCCC[N+](C)(C)C	24µM*	11%	?	?	-4%
O=C(Nc1ccc(F)cc1)c1cccc(N2C(=O)C3C4CCC(C4)C3C2=O)c1 (stereo not given)	-5%	2.1%	-2%	14%	-1%
CSc1ccccc1NC(=O)Cc1ccc(Br)cc1	0%	4.7%	-6%	16%	4%
CCC(C)N1CC23C=CC(O2)C(C(=O)OC)C3C1=O (stereo not given)	2%	1.8%	-8%	-49%	5%
O=C(NCCN1CCOCC1)c1cc2ccccc2[nH]1	2%	1.7%	-11%	4%	-22%

Gathered by group, those above containing an aryl thioether with sulfur outside any ring
SMILES	Salmonella PhoP GFP	VEEV TC-83 Vero	M. tuberculosis HTS	M. tuberculosis	H1N1 NS1A inhibition	others
COc1ccccc1CNC(=O)CSc1nc2ccccc2c(=O)n1CCCN1CCOCC1	-5%	1.4%	-6%	-9%	-1%
COc1cccc(C2CC(c3cccs3)=NN2C(=O)CSc2nc3ccccc3s2)c1OC (stereo not given)	-4%	10%	8%	45%	-10%
O=C(CSc1nnc(-c2ccc(OC(F)F)cc2)o1)NC(=O)NCc1ccco1	8%	1.8%	19%	?	2%
COc1ccc(NC(=O)CSc2nnc(COc3ccccc3)n2Cc2ccco2)cc1OC	-1%	1.3%	-6%	8%	4%
CSc1ccccc1NC(=O)Cc1ccc(Br)cc1	0%	4.7%	-6%	16%	4%

Other structures follow:
SMILES	Salmonella PhoP GFP	VEEV TC-83 Vero	M. tuberculosis HTS	M. tuberculosis	H1N1 NS1A inhibition	others
CCOC(=O)c1sc(NC(=O)CSC(=S)N2CCN(C)CC2)nc1C	0%	1.9%	-4%	4%	1%
O=C(NCc1nnc(SCC(=O)N2CCOCC2)o1)c1ccccc1F	-5%	1.0%	6%	4%	9%
CCCCc1ccc(S(=O)(=O)NCCCN2CCCC2=O)cc1	-1%	i	-18%	7%	-8%
COc1cc2nc(CSc3ncn[nH]3)[nH]c(=O)c2cc1OC	15%	5.0%	-2%	5%	-14%
Cc1ccc(/C=C/c2ccc(=O)n(Cc3ccc(F)cc3)n2)cc1	-4%	2.1%	58%	7%	-9%
COc1cc2nc(NC(=O)c3ccc(Cl)cc3)[nH]c(=O)c2cc1OC	-3%	7.3%	2%	-7%	8%
CCOc1ccc(S(=O)(=O)NCc2ccccn2)c(C)c1C	0%	1.2%	-1%	7%	-2%
Cc1cc(C)cc(N(C(=O)c2cc3ccccc3oc2=O)C2C=CS(=O)(=O)C2)c1 (stereo not given)	-4%	4.5%	1%	14%	2%
NNc1nc2sc3c(c2c(=O)n1Cc1ccccc1)CCC3	9%	i	-3%	-4%	2%
O=C(N/N=C/c1cn(CCOc2ccccc2)c2ccccc12)c1ccncc1	-3%	i	?	59%	4%
CCCCn1c(=O)[nH]c(=O)c2c1nc(-c1cc(Cl)c(OC)c(OC)c1)n2C	3%	1.9%	-3%	-7%	4%
FC(F)(F)c1ccccc1NC1=NCCCS1	-26%	1.7%	-7%	-8%	5%
O=C(CSc1nc(C2CCCCC2)n(-c2ccccc2)n1)NCC(F)(F)F	-16%	i	14%	4%	14%
Cc1nc2ccccc2c(=O)n1NC(=O)c1ccc([N+](=O)[O-])cc1Cl	9%	0.2%	-2%	-19%	-3%
CCOC(=O)c1cnc(SCC(=O)NCc2ccco2)nc1N	-1%	0.5%	-12%	55%	-1%	VEEV TC-83 Vero 10K pilot screen=1.7
CC(C)NC(=O)CC1Nc2c3ccccc3nc(=S)n2C1=O (stereo not given)	-6%	i	-5%	-6%	-4%
Cc1ccc(S(=O)(=O)NCCC(=O)NCCSc2ccc(Br)cc2)cc1	-4%	5.1%	6%	52%	-8%
CC(NS(=O)(=O)c1ccccc1)c1n[nH]c(=S)n1-c1ccccc1 (stereo not given)	-10%	0.1%	2%	6%	-15%
O=C(NCCNC1CCC(c2ccccc2)CC1)c1cccs1 (stereo not given)	18%	i	1%	41%	0%
CSc1ccc(CN2CCN(C(=O)Cc3ccccc3)CC2)cc1	14%	i	8%	12%	.
CC1CN(C(=O)CCC(=O)N2CCCCC2)c2ccccc2O1 (stereo not given)	7%	0.9%	-2%	14%	6%
CN(CC(=O)Nc1ccc(C(N)=O)cc1)S(=O)(=O)c1ccc2c(c1)OCCO2	.	i	1%	2%	6%
CN(C)c1ccc(/C=C2\N=C(C(C)(C)C)OC2=O)cc1	-7%	0.7%	14µM*	9.1µM*	7%
COc1cc(C(=O)NCCC(=O)N2CCN(C)CC2)cc(OC)c1OC	3%	i	9%	-13%	5%
COCCNC(=O)CN(C(=O)CCC(=O)Nc1cc(C)on1)c1cccc(C)c1C	-10%	1.8%	-5%	-2%	12%

Further compounds.
SMILES	Salmonella PhoP GFP	VEEV TC-83 Vero	M. tuberculosis HTS	M. tuberculosis	H1N1 NS1A inhibition	others
CN(CC1CCOCC1)C(=O)CC1C(=O)NCCN1CC1CCCCC1 (stereo not given)	2%	1.1%	-6%	-2%	0%
S=C(NCCc1ccccc1)N1CCCCC1	1%	0.2%	-4%	37%	7%
O=C(NNS(=O)(=O)c1ccc(Cl)cc1)c1cccs1	2%	i	9%	8%	1%
O=C(NN=Cc1ccc(OC(F)F)cc1)c1ccc(NS(=O)(=O)c2cccs2)cc1	.	5.2%	0%	49%	-8%
CCOc1ccc(NC(=O)CCN2CCCCC2)cc1	7%	i	-6%	-37%	-1%
COc1ccc(C2/C=C\CN(CC(C)C)CC(=O)N2Cc2ccc(F)cc2)cc1 (stereo not given)	6%	2.7%	-5%	17%	2%
CC(C)(C)C(=O)NCCc1nc(-c2ccccc2)no1	-4%	2.7%	-6%	53%	-18%
CCOC(=O)N1CCN(S(=O)(=O)c2ccc(C(=O)Nc3nnc(C4CC4)o3)cc2)CC1	-26%	1.8%	-2%	3%	-1%
Cc1n[nH]c(=S)n1/N=C/c1cccc(OCc2ccccc2)c1	4%	0.8%	75µM*	24%	8%
CC12CN3CCN(CC(C3)C1(O)CN1CCCCC1)C2 (stereo not given)	-3%	0.6%	-1%	-1%	-4%
O=C(Nc1cccc2ccccc12)c1cnccn1	-3%	0.2%	-2%	53%	3%
CCOCCCNC(=O)C1CC(=O)N(CCc2ccc(C)cc2)C1 (stereo not given)	4%	0.7%	10%	-7%	8%
COc1ccccc1CN1[C@@H](CC(=O)O)c2ccccc2S1(=O)=O	1%	0.6%	2%	6%	-25%
Cc1cc(NC(=O)CSc2nnc(C3COc4ccccc4O3)n2N)no1 (stereo not given)	18%	0.1%	-12%	-9%	-8%
COc1cccc2c1OCC/C2=N\NC(=O)C(C)Oc1ccc([N+](=O)[O-])cc1 (stereo not given)	9%	3.8%	6%	-8%	-8%
CC(=O)Nc1ccc(-c2csc(Nc3cc(C)ccn3)n2)cc1	18%	9.0%	-3%	0%	7%
CCCCn1c(SCC(=O)Nc2ccc(OC)cc2)nc2ccc(N3CCOCC3)cc2c1=O	-6%&-8%	i	-17%	6%	3%
Cc1cc(-c2ccccc2)nc(N/N=C/c2ccc(O)cc2)n1	.	7.5%	.	.	-1%
COc1ccc(-n2ncc3c(NCc4cccnc4)ncnc32)cc1	-6%	1.0%	-9%	36%	11%
CCN(CC)C(CNC(=O)CSc1nnnn1-c1c(C)cccc1C)c1ccco1 (stereo not given)	.	3.5%	.	.	-6%
Cc1ccc(NC(=O)CCC(=O)c2cccs2)cc1F	5%	3.3%	-3%	15%	-13%
CC(=O)N1CN(Cc2ccccn2)Cc2c1sc1c2CCCC1	3%	2.1%	0%	-33%	-4%
O=C1CN(C(=O)COC(=O)c2c(F)cccc2Cl)c2ccccc2N1	.	4.0%	-6%	-1%	-10%
COc1ccc(CNC(=O)CN(C(=O)c2csnn2)c2cnc3ccccc3c2)cc1	1%	i	7%	2%	6%
COc1cccc(NC(=O)CSc2nc(=O)n(CCN(C)C)c3c2CCCC3)c1	6%	1.6%	-5%	-2%	0%

Three records drawn at random from the list so far, as already listed:
SMILES	Salmonella PhoP GFP	VEEV TC-83 Vero	M. tuberculosis HTS	M. tuberculosis	H1N1 NS1A inhibition	others
COc1ccc(C2/C=C\CN(CC(C)C)CC(=O)N2Cc2ccc(F)cc2)cc1 (stereo not given)	6%	2.7%	-5%	17%	2%
COc1cccc2c1OCC/C2=N\NC(=O)C(C)Oc1ccc([N+](=O)[O-])cc1 (stereo not given)	9%	3.8%	6%	-8%	-8%
CC(C)(C)C(=O)NCCc1nc(-c2ccccc2)no1	-4%	2.7%	-6%	53%	-18%

Additional compounds
SMILES	Salmonella PhoP GFP	VEEV TC-83 Vero	M. tuberculosis HTS	M. tuberculosis	H1N1 NS1A inhibition	others
CS(=O)(=O)c1ccccc1-c1nnc(NC(=O)c2ccco2)o1	-9%	3.7%	3%	39%	-2%
COc1cccc(NC(=O)c2ccc(Cn3cc([N+](=O)[O-])cn3)o2)c1	-1%	0.4%	?	7.6µM*	-1%
CCc1ccc(CN(C)C(=O)C2CCC(=O)N(Cc3ccccn3)C2)cc1 (stereo not given)	2%	0.4%	5%	6%	0%
C/C(Cl)=C\Cn1c(O)c(N=O)c2ccccc21	-14%	0.9%	3%	4%	4%
O=C(NCc1ccco1)C(=O)NCC1OCCCN1S(=O)(=O)c1ccccc1 (stereo not given)	-4%	1.9%	-2%	3%	-2%
CN(C)S(=O)(=O)c1ccc2nc(NC(=O)c3cccs3)sc2c1	19%	i	-7%	53%	-2%
CSc1ccc(OC2CCCCC2NS(=O)(=O)c2ccccc2)cc1 (stereo not given)	-3%	i	-1%	-3%	2%
O=C(/C=C/c1cccs1)NNC(=O)c1ccccc1	.	0.5%	7%	2%	-2%
Cc1c(O)nc2sc3ccccc3n2c1=O	2%	.	-4%	-10%	.
Cc1c(C(=O)NCc2ccccn2)oc2c(Cl)cccc12	.	0.1%	-4%	.	-5%
O=C1/C(=C/c2ccco2)SC(=S)N1C1CCS(=O)(=O)C1 (stereo not given)	-41%	4.7%	12%	45%	15%
Cc1nnc(NC(=O)c2ccc(Br)o2)s1	-7%	0.9%	0%	-19%	-2%
COCCN(C(=O)CNC(=O)c1ccco1)C(C(=O)NC1CCCCC1)c1cccs1 (stereo not given)	-10%	0.4%	-5%	3%	6%
CCOC(=O)CSc1nnc(-c2cccnc2)o1	0%	0.1%	5%	69%	-7%
